FN deposit inh = inhibitors of fibronectin matrix deposition, primary screen, AH1F cells, Alexa488-fibronectin fluorescence, plate reader. AH1F fibroblasts, overnight. inhibition, % at 12.6 µM. 350,000 compounds, 0.086% hits;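 active means mean inhibition across replicates of 30% or more, regardless of how many single replicates reach that level; inconclusive means mean under 30% yet at least half of replicates reach 30%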;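 further: positive control wells lacked labelled fibronectin entirely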
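Material – AH1F fibroblast monolayer, labelled fibronectin deposition · Reagent – labelled fibronectin 24 nM · Timing – 1 h adhesion, overnight exposure · Measured by – fluorescence at 485 nm excitation, 525 nm emission · Read-out – inhibition of fibronectin deposition signal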
PAX8 reporter = inhibitors of PAX8-driven TPO luciferase reporter, primary screen, RMG-I cells, single concentration | inhibition, % at 12.6 µM | SteadyGlo, 24 h | 360,000 compounds, 1.2% hits;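 active means mean replicate inhibition at least 60% with every replicate also reaching 60%; inconclusive means only one of the two criteria is met; inactive means mean below 60% and not all replicates reaching 60%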;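 further: luciferase light reporting Pax8 driven TPO promoter activity; plate controls were median of neutral control wells for no effect and mitoxantrone controls for full effect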
EWS-Fli inh = EWS/Fli-driven NR0B1 reporter inhibitors, primary screen, A673 cells, NR0B1 luciferase, luminescence, MLPCN library | viability-normalised | inhibition, % at 12.6 µM | 350,000 compounds, 0.67% hits | AID 651661, 2012;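 active means mean inhibition of at least 50% after viability correction, with every replicate also passing that limit; inconclusive means mean reaches 50% but only one of two replicates passes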;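 further: firefly luciferase signal divided by Alamar Blue viability fluorescence both relative to DMSO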
INS-1E GSIS act = GLuc luminescence reporter in INS-1E cells, primary screen for activators of glucose-dependent secretion of insulin; INS-1E GLuc reporter insulin secretion, 2-3 h; 370,000 compounds, 0.61% hits; AID 743287, 2014; activation, % at 16.6 µM;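 active means lowest replicate activation of at least 40%, so every replicate reaches that level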;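 further: 0% = median of neutral control wells and 100% = median of IBMX positive control wells; some compounds called inactive have numbers as strong as hits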
DENV2 CPE rescue = inhibitors of DENV2 cytopathic effect, primary screen, cell-based, plate reader, single concentration; DENV2-infected cells, cytopathic effect rescue; AID 651640, 2012; 350,000 compounds, 1.7% hits; CPE inhibition, % at 9.99 µM; in the data active means CPE inhibition above about 20%, passing the limit was not always enough; inconclusive means no clear call, values can overlap the other calls; tested in BHK-21 cells;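 further: 0% = median of neutral control wells and 100% = median of positive control wells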
CFTR F508del cor = F508del CFTR correction, initial screen, CFBE line, single point | CFBE cells, YFP halide quenching; stimulated with forskolin plus potentiator P3; % fluorescence drop versus neutral controls | activity (quench increase), % at 7.58 µM | 350,000 compounds, 0.36% hits | AID 720511, 2013;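 active means mean added fluorescence quench of at least 8% versus neutral control, with both replicates also reaching 8%; inconclusive means only one of the mean or replicate conditions met; inactive means mean below 8% and not both replicates reaching 8%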;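 further: cells transiently co-express mutant CFTR-F508del with the halide-sensitive YFP; corrector assay measuring rescue of mutant channel to the surface after 24 h compound exposure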
miR-122 sensor = miR-122 Renilla sensor signal increase in Huh7, primary screen, miR-122 inhibitor project, cell-based, single point, plate reader | 340,000 compounds, 0.3% hits | AID 602342, 2012 | activation (reporter increase), % at 12.5 µM | Huh7 miR-122 Renilla luciferase sensor, 48 h; neutral wells = 0, positive control = 100;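 active means mean replicate activation score at least 90 and every replicate individually at or above 90; inconclusive means only one of the two criteria met; inactive means neither criterion met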;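 further: higher luciferase means less miR-122 activity so hits act as miR-122 inhibitors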
Starred values were filed as active, the others as inactive; ? = inconclusive; nt = no result given; & = joins results of further samples; ! = repeats disagree; [ ] = remark or other dose.

SMILES | FN deposit inh | PAX8 reporter | EWS-Fli inh | INS-1E GSIS act | DENV2 CPE rescue | CFTR F508del cor | miR-122 sensor
COC(=O)c1ccc(Nc2nc(-c3ccncc3)nc3ccccc23)cc1 | -16 | 10 | -6 | 2 | 2 | -0.2 | -3
Cc1ccc(NC(=O)COC(=O)C(NS(=O)(=O)c2ccc(Cl)cc2)C(C)O)c(Br)c1 (stereo not drawn) | 5 | -6 | 11 | 0 | nt | -0.4 | nt
CO[C@@H]1CN(C)C(=O)c2ccc(NC(=O)NC(C)C)cc2OC[C@@H](C)N(CC2CC2)C[C@@H]1C | nt | -12 | 1 | 2 | 2 | 0.6 | 29[16.7 µM]
CO[C@@H]1CN(C)C(=O)c2ccc(NC(C)=O)cc2OC[C@H](C)N(CCC(F)(F)F)C[C@H]1C | -15 | nt | 4 | -4 | 11 | -0.4 | -1[16.7 µM]
c1ccc(CCCNCC2COc3ccccc3O2)cc1 (stereo not drawn) | -10 | 3 | -5 | 5 | -6 | 1.2 | nt
CCC(=O)N1Cc2cc(C(=O)NCCOC)nc(-c3cccc(-c4ccc(C#N)cc4)c3)c2[C@@H]1CCO | -4 | 1 | nt | 3 | 4 | 1.3 | nt
CC(=O)N1[C@@H](CO)[C@@H](c2ccc(-c3ccc(C#N)cc3)cc2)C12CN(C(=O)C1CC1)C2 | 0 | 2 | 4 | 0 | 8 | -0.6 | nt
COCCN(C(=S)Nc1c(C)cccc1C)C(C)c1ccco1 (stereo not drawn) | -7 | 27 | -5 | 3 | 9 | -0.8 | -1
CCOC(=O)C1=C(C(=O)OCC)C2N(Cc3ccc(C#N)cc3)c3ccccc3[C@@]23C[C@@H](C(=O)OC)N(S(=O)(=O)c2c(C)noc2C)C3=N1 (stereo partly drawn) | -4 | -11 | -1 | nt | -7 | -2.4 | nt
CC(C)(C)NC(=O)CN(c1cccc([N+](=O)[O-])c1)S(=O)(=O)c1ccccc1 | -11 | -4 | 3 | 2 | 7 | -2.8 | -1
COc1ccccc1CC(=O)N1CCN(c2ccccc2F)CC1 | -5 | -4 | 7 | -4 | -4 | -5.2 | -1
CO[C@@H]1CN(C)C(=O)c2cc(NC(=O)c3ccccc3)ccc2OC[C@@H](C)N(C)C[C@H]1C | -2 | nt | -2 | 0 | -6 | 1.5 | 5[16.7 µM]
Cc1ccc(S(=O)(=O)N2CCOCC2)cc1NC(=O)COC(=O)c1cnccn1 | 4 | -78 | 1 | 12 | -3 | 0.8 | nt
Cc1nn(Cc2ccccc2)c(C)c1C(=O)NCC(c1cccs1)N1CCOCC1 (stereo not drawn) | 1 | 9 | -2 | -17 | 2 | 0.5 | nt
CC(=O)Oc1ccc(C(=O)Nc2ccc3c(c2)OCCO3)cc1 | -1 | -39 | 1 | -8 | 1 | 2.2 | 4
Cn1nnnc1SCCNCc1ccccc1F | -2 | nt | nt | 7 | nt | nt | -3
c1ccc2c(c1)OCC(c1nnc3sc(-c4cnccn4)nn13)O2 (stereo not drawn) | 4 | nt | nt | 19 | nt | nt | -10
COc1ccc(-c2[nH][nH]c(=O)c2NC(=O)c2ccc(C)cc2)cc1 | -3 | 5 | -2 | 0 | -9 | 1.5 | -1
O=C1NC(=O)/C(=C/C(=O)N2CCOCC2)S1 | 4 | 5 | 1 | 7 | 0 | -0.5 | 0
CC1(c2ccccc2Br)NC(=O)N(CC(=O)Nc2ccc(S(N)(=O)=O)cc2)C1=O (stereo not drawn) | 0 | 1 | 5 | 4 | 3 | 4.2 | -4
CN1C(=O)c2cc(NC(=O)C3CC3)ccc2OC[C@@H]2O[C@@H](CC(=O)NCC3CCCCC3)CC[C@H]21 | 6 | -7 | -4 | -1 | -2 | 0.3 | -3[16.7 µM]
COc1ccc(Cl)c(-c2cc(C(=O)NC(C)C)[nH]n2)c1 | 2 | -19 | 12 | 30 | 6 | 0.5 | 2
O=C(NCCc1ccccc1)C(c1ccncc1)N(C(=O)c1csnn1)C1CC1 (stereo not drawn) | 0 | 10 | nt | nt | nt | nt | 1
CCN(CC)S(=O)(=O)c1cccc(C(=O)N[C@H](C(=O)NC2=NCCS2)C(C)C)c1 | 4 | 13 | 5 | 4 | 13 | -1.1 | -2
COc1ccc2c3c(n(C)c2c1)[C@H](CO)NCC31CCN(CC2CCCC2)CC1 | nt | -1 | 10 | 30 | -10 | -1.6 | nt
Cc1nn(CC(=O)OCC(=O)Nc2c(C(C)C)cccc2C(C)C)c(C)c1[N+](=O)[O-] | 3 | -15 | -4 | -14 | -7 | nt | 2
CN1C[C@@H]2[C@H](c3ccccc31)[C@@H](CO)N2C(=O)Nc1cccc(F)c1 | nt | 21 | -1 | 9 | 2 | -0.5 | 14[16.7 µM]
Cc1ccc(C(=O)N/C(=C\c2cccs2)C(=O)NCCc2c[nH]c3ccccc23)cc1C | -9 | 5 | nt | nt | nt | nt | -10
Cc1ccc(S(=O)(=O)NNC(=O)c2cc([N+](=O)[O-])c(C)c([N+](=O)[O-])c2)cc1 | -7 | 17 | -8 | nt | -3 | 0.0 | -2
CC(=O)N1[C@H](C(=O)NC2CCC2)[C@@H](CO)[C@@H]2Cn3c(ccc(C4=CCCC4)c3=O)[C@@H]21 | nt | nt | -1 | -9 | 19 | 0.5 | nt
O=C(Nc1ccc2c(c1)OCO2)N1C[C@@H]2N[C@H](C1)C2c1ccc(C=Cc2ccccc2)cc1 (stereo partly drawn) | -4&13 | -19&51 | 65*! | 89*! | -3&6 | -7.0&-9.8 | nt
COc1ccc(S(=O)(=O)N(C)C[C@H]2Oc3cc(C#CC4CCCCC4)ccc3S(=O)(=O)N([C@H](C)CO)C[C@H]2C)cc1 | nt | nt | 17 | 8 | 5 | -4.9 | 31[16.7 µM]
CNS(=O)(=O)c1cccc(C(=O)OCc2cc(=O)n3cc(Br)ccc3n2)c1 | 5 | 12 | nt | 34 | nt | nt | -2
Cc1ccc(C)c(NC(=O)c2ccc3c(c2)N(Cc2ccc(F)cc2)C(=O)CS3=O)c1 (stereo not drawn) | 5 | -5 | -2 | -14 | 2 | -0.7 | 2
CC(C)NC(=O)N(C)C[C@H]1Oc2c(NC(=O)C3CCCCC3)cccc2C(=O)N([C@@H](C)CO)C[C@H]1C | nt | 11 | 0 | 3 | -4 | 1.4 | 2[16.7 µM]
CCN(Cc1ccccc1)S(=O)(=O)c1ccc(C(=O)Nc2nnc(C3CC3)o2)cc1 | 4 | 16 | 33 | nt | -5 | 3.9 | 9
O=C(NC1CCN(Cc2ccccc2)C1)c1cccc(S(=O)(=O)N2CCOCC2)c1 (stereo not drawn) | 3 | nt | -3 | 9 | -4 | 0.9 | nt
CCOC(=O)N1CCN(C(=O)c2cc3c(-c4cccc(OC)c4)nn(C)c3s2)CC1 | 10 | 25 | 3 | nt | 4 | -1.3 | -5
COc1ccc2c3c([nH]c2c1)[C@@H](CO)N(C(=O)c1cnccn1)CC31CCN(C(=O)c2cnccn2)CC1 | nt | nt | 2 | 6 | -12 | 0.4 | nt
COc1cc(C(=O)N2CCC(N3CCN(C)CC3)CC2)ccc1Nc1ncc2c(n1)N(C)c1ccccc1C(=O)N2C | 16 | -105 | 59* | -5 | -4 | -5.6 | nt
Nc1c(N(CCO)C(=O)C2CCCC2)c(=O)[nH]c(=O)n1Cc1ccccc1 | 3 | -13 | 1 | 1 | -1 | -3.4 | -6
O=C(Nc1nncs1)c1cccc(S(=O)(=O)N2CCc3ccccc32)c1 | -3 | -1 | 1 | -15 | 0 | -0.3 | -5
Cc1ccccc1CN1C(=O)CN(S(C)(=O)=O)CC1(C)C(=O)Nc1c(C)cccc1C (stereo not drawn) | -4 | -9 | 9 | -3 | 1 | 1.3 | nt
COC(=O)C[C@H]1c2cc(C(F)(F)F)ccc2S(=O)(=O)N1C1CCCCC1 | -3 | 5 | 4 | -14 | nt | 2.8 | 49
COc1ccc(-c2cnc3c(c2)C(=O)N([C@H](C)CO)C[C@H](C)[C@H](CN(C)S(=O)(=O)c2cccc(OC)c2)O3)cc1 | -14 | nt | 10 | -6 | nt | -6.6 | -5[16.7 µM]
COc1ccccc1NC(=O)CSc1nnc(NC(=O)C2CC2)s1 | 2 | -7 | 4 | 10 | 3 | -0.1 | -6
CCOc1ccc(CCNC(=O)c2cccc(S(=O)(=O)N3CCOCC3)c2)cc1OCC | 0 | 14 | -1 | 2 | 4 | -0.2 | -10
C[C@H](CO)N1C[C@H](C)[C@H](CN(C)S(=O)(=O)c2ccccc2)Oc2ncc(C#Cc3ccc(F)cc3)cc2C1=O | nt | nt | 4 | -8 | 10 | -1.4 | -7[16.7 µM]

3 consecutive records already listed, for reference:
SMILES | FN deposit inh | PAX8 reporter | EWS-Fli inh | INS-1E GSIS act | DENV2 CPE rescue | CFTR F508del cor | miR-122 sensor
COc1ccc2c3c([nH]c2c1)[C@@H](CO)N(C(=O)c1cnccn1)CC31CCN(C(=O)c2cnccn2)CC1 | nt | nt | 2 | 6 | -12 | 0.4 | nt
COc1cc(C(=O)N2CCC(N3CCN(C)CC3)CC2)ccc1Nc1ncc2c(n1)N(C)c1ccccc1C(=O)N2C | 16 | -105 | 59* | -5 | -4 | -5.6 | nt
Nc1c(N(CCO)C(=O)C2CCCC2)c(=O)[nH]c(=O)n1Cc1ccccc1 | 3 | -13 | 1 | 1 | -1 | -3.4 | -6

Next records follow.
SMILES | FN deposit inh | PAX8 reporter | EWS-Fli inh | INS-1E GSIS act | DENV2 CPE rescue | CFTR F508del cor | miR-122 sensor
CCC(=O)NC[C@H]1[C@H](c2ccc(C3=CCCC3)cc2)[C@H](CO)N1C(C)=O | nt | -4 | -7 | 13 | 13 | 2.7 | -31[16.7 µM]
COc1ccc(CCNC(=O)CCn2c(=O)oc3ccccc32)cc1OC | -5 | 2 | 0 | 50 | 3 | -1.0 | 2
C[C@@H]1CN([C@H](C)CO)S(=O)(=O)c2ccc(C#Cc3ccccc3)cc2O[C@H]1CN(C)C(=O)Nc1ccccc1 | nt | 26 | 25 | -5 | 6 | 8.1 | 6[16.7 µM]
CCN(CC)C(=O)Cn1nnc(-c2ccc(S(C)(=O)=O)cc2)n1 | nt | 5 | 9 | 9 | -1 | 0.5 | nt
Cc1ccc(N2CCN(C(=O)c3ccccc3NC(=O)C3CCCCC3C(=O)O)CC2)cc1 (stereo not drawn) | 8 | 8 | 12 | -9 | -4 | nt | 6
Cc1ccc(C)c(N2CC(C(=O)OCC(=O)Nc3cc(C)on3)CC2=O)c1 (stereo not drawn) | -7 | -7 | 3 | 12 | ? | -1.1 | 2
C[C@@H]1CN([C@@H](C)CO)S(=O)(=O)c2ccc(C#Cc3ccc(F)cc3)cc2O[C@@H]1CN(C)S(C)(=O)=O | 7 | nt | 1 | 8 | -1 | 7.6 | 18[16.7 µM]
C[C@@H]1CN([C@H](C)CO)C(=O)c2cc(C#Cc3ccncc3)cnc2O[C@@H]1CN(C)Cc1ccncc1 | -6 | -21 | 15 | 24 | -15 | -2.7 | nt
O=C(COC(=O)c1c(F)cccc1F)Nc1cccc(S(=O)(=O)N2CCCCC2)c1 | 6 | 23 | 4 | -23 | 1 | -2.1 | 0
Cc1ccc2[nH]c3c(=O)n(CC(=O)NCc4ccco4)ncc3c2c1 | 1 | -5 | -10 | 10 | 9 | 4.9 | 0
CC(=O)N=c1n(C)c2ccccc2n1CCOc1ccccc1 | 4 | -34 | 0 | 9 | -2 | nt | nt
O=C(/C=C/c1ccccc1)NNC(=O)C1CC1 | nt | nt | -2 | 5 | 0 | -1.7 | -4
CN(C)CCN1C(=O)c2oc3ccc(F)cc3c(=O)c2C1c1ccncc1 (stereo not drawn) | 3 | -14 | -1 | -3 | 5 | 0.2 | -4

Bioassay records (PubChem BioAssay)
